Compound activity (PubChem)
Epigenetic derep – derepresses silenced GFP reporter in murine cells; Potency, µM (highest dose often 53.9 µM), for inactives: at the top dose GFP activation, hits mostly activators; actives 0.2% (n = 280,000); AID 1865; murine LDR cells, GFP reporter derepression, 30 h; note: potency is the fitted concentration of half-maximal effect; % of control where 0% means no effect; nearly all actives have a fitted effect of over 60% in size
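Readout is the number of GFP-expressing murine LDR cells, counted by cytometry following washing. Cells were treated with compound for 30 h at 37 C; the stably integrated CMV-GFP locus is normally silent.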
NPSR antagonist – neuropeptide S receptor (human) antagonism, cAMP; Q6W5P4; CHO-NPSR cells, cAMP TR-FRET, antagonist mode; Potency, µM (titrated, usually from 38.3 µM), for inactives: at the highest dose activity change, negative = inhibition, usual class: inhibitors; actives 1% (n = 220,000); AID 1461; note: potency is the fitted concentration of half-maximal effect; % is set by controls: 0 for no effect and ±100 for the full control effect; nearly all actives have a fitted effect of over 50% in size; many of its hits are not listed in these tables
Target sequence (Q6W5P4 whole entry, looked up): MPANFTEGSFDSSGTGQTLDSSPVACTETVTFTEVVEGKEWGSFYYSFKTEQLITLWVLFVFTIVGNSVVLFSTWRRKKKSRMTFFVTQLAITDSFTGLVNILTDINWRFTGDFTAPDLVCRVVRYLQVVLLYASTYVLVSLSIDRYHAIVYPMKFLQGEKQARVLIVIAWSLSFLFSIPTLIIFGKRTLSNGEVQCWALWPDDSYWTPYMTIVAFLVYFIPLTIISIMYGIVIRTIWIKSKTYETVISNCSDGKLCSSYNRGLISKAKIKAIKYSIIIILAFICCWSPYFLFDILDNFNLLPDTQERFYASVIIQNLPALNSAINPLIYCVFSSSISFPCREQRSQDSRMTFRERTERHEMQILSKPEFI
Luc counter – blocks Kinase-Glo luciferase, a counter-screen artifact | Kinase-Glo luciferase, ATP luminescence, 8 min | Potency, µM (doses to about 38.3 µM), without a hit: at the top dose activity change, negative = inhibition, hits mostly inhibitors | actives 0.28% (n = 200,000); note: potency is the fitted concentration of half-maximal effect; % is set by controls: 0 for no effect and ±100 for the full control effect; nearly all actives have a fitted effect of over 60% in size
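Light output from Kinase-Glo luciferase with luciferin and 10 uM ATP in 50 mM imidazole pH 7.2, KCl, MgCl2, Tween 20, BSA; compound pin-delivered, 8-min ambient incubation, then luminescence read.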
HTT aggregate – reduces HttQ103-GFP aggregates in PC12 cells. actives 1.1% (n = 220,000). AID 1688. Potency, µM (titrated, usually from 46.1 µM), for the others: at the top dose activity change, negative = inhibition, most hits filed as inhibitors. PC12 HttQ103-GFP aggregates, Acumen cytometry, 40 h; note: potency is the fitted concentration of half-maximal effect; % is set by controls: 0 for no effect and ±100 for the full control effect; nearly all actives have a fitted effect of over 60% in size
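Read-out: GFP aggregate count by laser scanning cytometer (488 nm excitation, 500-530 nm emission, 1–25 µm objects >6 SD above background). Cells: PC12, inducible HTTex1-Q103-GFP, 100 nM tebufenozide; compounds titrated.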
LMNA splice mod – LMNA splicing modulation; actives 0.01% (n = 200,000); Potency, µM (titrated, usually from 46.1 µM), without a hit: at the top dose ratio change, negative = inhibition, usual class: inhibitors; HeLa LMNA splicing GFP/RFP minigene ratio, 48 h; active = well fitted inhibition curve with a large enough effect in the signal ratio, with a control signal flat, not every such curve was filed as active; inconclusive = small, poorly fitted or top-dose-only effect, or effect the other way, or a change in a side signal; the % refers to the signal ratio; note: potency is the fitted concentration of half-maximal effect; % is set by controls: 0 for no effect and ±100 for the full control effect
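S3 HeLa stable clones carrying a lamin A-EGFP splicing minigene plus DsRed2 were seeded at 600 cells/well in Opti-MEM with 2% FBS, pin-dosed and incubated 48 h at 37°C. Acumen cytometry (488 nm) gave the GFP/RFP total-intensity ratio.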
IMPase Li cell – cell-permeable IMPase inhibitors with lithium potentiation; CHO-M1 cells, IP1 TR-FRET (IP-One), carbachol + lithium; Potency, µM (highest dose often 59.4 µM), without a hit: at the top dose activity, negative = IMPase inhibition, actives largely listed as inhibitors; actives 0.35% (n = 210,000); AID 1457;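 note: IP1 builds up when IMPase is blocked and the TR-FRET signal falls; potency is the fitted concentration of half-maximal effect; plate controls were basal vehicle for no effect and high inhibitor control for full effect; nearly all actives have a fitted effect of over 50% in size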
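Lithium-sensitised IP1 accumulation assay; M1-expressing CHO cells treated 30 min at 37C with compound. Competitive antibody detection by time-resolved FRET followed a 10 min room-temperature lysis step.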
CBFb RUNX1 block – blocks binding between human CBF-beta and RUNX1 | Q01196+Q13951 | AlphaScreen CBFb-His/RUNX1-biotin binding, biochemical | Potency, µM (top dose mostly 59.8 µM), for inactives: top-dose activity, negative = inhibition, actives largely listed as inhibitors | 230,000 tested, under 10 active | AID 1477; note: % of control where 0% means no effect
Target sequence (Q01196 whole entry, looked up): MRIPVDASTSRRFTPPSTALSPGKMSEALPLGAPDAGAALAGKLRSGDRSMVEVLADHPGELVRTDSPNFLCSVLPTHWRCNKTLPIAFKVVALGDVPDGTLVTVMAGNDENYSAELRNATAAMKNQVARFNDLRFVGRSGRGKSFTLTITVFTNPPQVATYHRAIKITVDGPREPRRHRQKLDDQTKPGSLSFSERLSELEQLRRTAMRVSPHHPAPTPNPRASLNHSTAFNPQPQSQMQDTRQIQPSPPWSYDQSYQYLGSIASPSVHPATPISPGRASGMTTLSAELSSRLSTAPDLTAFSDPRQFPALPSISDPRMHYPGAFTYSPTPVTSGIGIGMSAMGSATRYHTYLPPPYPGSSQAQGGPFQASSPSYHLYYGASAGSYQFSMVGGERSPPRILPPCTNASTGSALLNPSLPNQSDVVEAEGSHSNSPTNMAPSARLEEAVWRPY
Target sequence (Q13951 whole entry, looked up): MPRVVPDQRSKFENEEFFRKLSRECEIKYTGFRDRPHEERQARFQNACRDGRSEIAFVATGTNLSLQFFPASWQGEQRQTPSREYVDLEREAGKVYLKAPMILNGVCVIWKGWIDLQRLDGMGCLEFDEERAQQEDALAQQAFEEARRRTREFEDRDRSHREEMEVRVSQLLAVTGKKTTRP
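Bead-based AlphaScreen assay; binding partners His-tagged CBF-beta and biotinylated RUNX1 at 30 nM each. Compound exposure 15 min after a 20-min protein preincubation; bead step 90 min; all steps at room temperature.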
The depositor's hits bear a star; ? = inconclusive; nt = not tested or not shown; & = joins results of further samples; [ ] = dose if it differs, or a comment. Unless noted, calls come from the whole dose curve; as a rule, active = well fitted curve in the direction sought with a large enough effect; inconclusive = small, poorly fitted or top-dose-only effect, or another doubt; inactive = no such curve, though single readings can be large; an effect the other way counts as inactive or inconclusive. The list is partial (hit frequency here may not be typical).

canonical_smiles	Epigenetic derep	NPSR antagonist	Luc counter	HTT aggregate	LMNA splice mod	IMPase Li cell	CBFb RUNX1 block
Cn1c(=O)c2c(ncn2CCc2ccccc2)n(C)c1=O	-3.5%	1%	2%	3%	nt	-6%	1%
CC1CC[C@@]23CCC4(C)[C@@]5(C)CCC6C(C)(C)C(=O)CC[C@@]6(C)C5C=C[C@@]4(OC2=O)C3C1C (some centres not stated)	-0.2%	nt	-2%	nt	10%	1%	nt
O=C(Nc1ccc(NC(=O)c2cccs2)cc1)c1ccc(Br)o1	-1.2%	-10%[46.1 µM]	-7%	4%	17%	30%[activator][38.3 µM]	-6%
COc1ccc(NC(=O)COC(=O)CNS(=O)(=O)c2ccccc2)cc1OC	-0.2%	10%	-4%	10%	-9%[46 µM]	7%	3%
O=C(O)c1ccc(NC(=O)c2cccs2)cc1	0.1%	-17%[46.1 µM]	-16%	-8%	-9%	0%	3%
CCn1c(SCC(=O)N2CCN(c3ccccc3)CC2)nnc1-c1cc2cc(Cl)ccc2o1	-7.9%	-11%[46.1 µM]	-2%	-4%	-11%	11%[38.3 µM]	12%
CC(C(=O)Nc1ccc2c(c1)OCCO2)n1nnc(-c2ccccc2)n1 (configuration not stated)	1.0%	-9%	3%	nt	nt	2%	-4%
CN(/N=C/c1ccc(Cl)cc1)c1ncc(Cl)cc1C(F)(F)F	-0.8%	9%	nt	27%[9.22 µM]	nt	nt	21%
COc1ccc(OCCSc2ncn[nH]2)cc1	-0.9%	-3%[46.1 µM]	-4%	-10%	11%	-8%[38.3 µM]	2%
O=C(Nc1ccccc1)c1cc(S(=O)(=O)N2CCOCC2)cs1	0.9%	4%[46.1 µM]	2%	?	?	31%[38.3 µM]	-3%
Cc1ccc(SCc2noc(-c3c(C)noc3C)n2)cc1	1.1%	-2%	nt	-2%[9.22 µM]	nt	nt	21%
CC(=O)OCC(=O)[C@@]1(O)CCC2C3CC[C@H]4CC(O)CC[C@@]4(C)C3C(=O)C[C@]21C (some centres not stated)	1.6%	nt	-1%	nt	-14%	4%	nt
COc1ccc(C(=O)Nc2ccccc2C(=O)O)cc1Cl	0.9%	-5%	-11%	?	-14%	5%	-1%
CC(C)c1cc(CN2CCN(C3CCCC3)C(CCO)C2)[nH]n1 (configuration not stated)	1.1%	8%	3%	nt	nt	1%	-1%
C=CCN1CCc2c(cc(O)c(O)c2Br)[C@@H](c2ccccc2)C1	0.0%&1.1%	-15%[46.1 µM]	-2%	nt	?	12%&-7%	5%&-7%
O=C(CS(=O)(=O)Cc1ccccc1)NCC1CCCO1 (configuration not stated)	0.0%	1%[46.1 µM]	-2%	-6%	6%	13%[38.3 µM]	4%
O=C(CN1CCCCC1)Nc1cccc(Br)c1	-1.1%	-9%[46.1 µM]	1%	-2%	-9%	22%[38.3 µM]	2%
O=C(NCCCN=C1NS(=O)(=O)c2ccccc21)c1ccc(S(=O)(=O)N2CCCCC2)cc1	0.0%	-5%[46.1 µM]	15%	-2%	?	49%[activator][38.3 µM]	6%
CCN(CC)C(=O)C1CCCN(c2ccc([N+](=O)[O-])cc2)C1 (configuration not stated)	2.1%	16%	2%	14%[9.22 µM]	nt	14%	4%
S=c1[nH]nc(COc2ccccc2)n1/N=C/c1ccccn1	-0.9%	-10%	-1%	-6%	5%	0%	1%
N#C/C(=C\c1ccc(F)cc1)c1n[nH]c(Cn2cncn2)n1	-1.0%	-19%[46.1 µM]	-3%	10%	-6%	26%[38.3 µM]	0%
O=C(CSc1nnc(Cn2cnc3ccccc32)o1)Nc1cccc2ccccc12	-0.4%	-3%[46.1 µM]	-1%	16%	24%	-8%[38.3 µM]	7%
CCSc1nnc(NC(=O)C2CC(=O)N(Cc3ccccc3)C2)s1 (configuration not stated)	-1.0%	-15%	2%	-4%	nt	4%	-14%
Cc1ccc(C(=O)Nc2cccc(C(=O)NCc3ccccc3)c2)o1	-1.3%	0%[46.1 µM]	13%	19%	?	0%[38.3 µM]	8%
O=C(CC(c1ccccc1)c1ccccc1)Nc1ccc(Cl)cn1	2.2%	10µM*	-2%	?	-15%	19%[38.3 µM]	14%

Individual results from above:
For NPSR antagonist, Cc1ccc(C(=O)Nc2cccc(C(=O)NCc3ccccc3)c2)o1 is listed with 0%[46.1 µM]
For LMNA splice mod, O=C(CSc1nnc(Cn2cnc3ccccc32)o1)Nc1cccc2ccccc12 is listed with 24%

Continuation.
canonical_smiles	Epigenetic derep	NPSR antagonist	Luc counter	HTT aggregate	LMNA splice mod	IMPase Li cell	CBFb RUNX1 block
Cc1onc(-c2ccccc2)c1C(=O)Nc1ccc2c(c1)OCCO2	-0.4%	0%[46.1 µM]	-4%	-5%	-3%	22%[38.3 µM]	-3%
O=C(Cc1c(O)c2ccccc2[nH]c1=O)NC1CCCCCC1	-1.0%	-2%[46.1 µM]	2%	1%	2%	-4%[38.3 µM]	-3%
CN1OC(COC(=O)c2ccc(Cl)cc2)CC1c1ccccc1 (configuration not stated)	-0.9%	-11%[46.1 µM]	6%	2%	-2%	0%	4%
O=C(CCCn1c(SCc2cccc(F)c2)nc2ccccc2c1=O)NCC1CCCO1 (configuration not stated)	0.1%	?	-1%	-1%	nt	6%	3%
O=C(c1ccc([N+](=O)[O-])cc1)N1CCN=C1SCc1ccccc1	-2.1%	-20%	1%	-3%	nt	2%	-1%
COc1ccc(N2C(=O)/C(=C\c3ccco3)N=C2SCC(=O)NC(C)(C)C)cc1Cl	0.0%	-53%	0%	-19%[1.84 µM]	?	15%	-3%
C=CCn1c(C)cc(C(=O)COC(=O)/C=C/c2ccc(OC)cc2)c1C	0.0%	-4%	2%	-7%	-2%[9.22 µM]	9%	-16%
CC1(C)Cc2nc3oc4c(=O)n(CC(=O)Nc5cccc(Cl)c5)cnc4c3cc2CO1	3.2%	-9%	nt	13%[9.22 µM]	nt	nt	14%
Cn1c(=O)c2c(nc(NCc3ccco3)n2C/C=C/c2ccccc2)n(C)c1=O	-1.1%	?	-6%	10µM*	?	17%[38.3 µM]	-2%
COC(=O)c1ccc(CSc2nnc3n(Cc4ccccc4OC)c(=O)c4ccccc4n23)o1	-1.1%	-17%[46.1 µM]	-7%	18%	-1%	20%[38.3 µM]	-14%
O=C(COC(=O)c1ccccc1Nc1ccc(SC(F)F)cc1)NC1CC1	-1.3%	-14%	-15%	-8%	?	2%	14%
Cc1ccc(C(=O)N/C(=C/c2ccco2)C(=O)NCCCn2ccnc2)cc1	-0.8%	21%	-10%	9%	4%	-2%	0%
O=C(O)CSc1nnc(Cn2nnc3ccccc32)n1CCc1ccccc1	-1.0%	-9%[46.1 µM]	0%	19%	3%	-1%[38.3 µM]	-4%
COc1ccc(CC2(CO)CCN(Cc3ccc(NC(C)=O)cc3)CC2)cc1	1.3%	-6%	2%	4%	nt	26%	11%
COc1ccc(NC(=O)c2cccnc2SC)cc1OC	-0.2%	15%	0%	-6%	?	-3%	3%
COc1ccc(C(=O)OCC(=O)Nc2ccccc2)cc1[N+](=O)[O-]	-1.1%	8%	0%	8%	-10%[46 µM]	-2%	7%
CC(=O)c1c(C)[nH]c(C(=O)CSc2nnc(-c3ccco3)o2)c1C	2.5%	2%	-1%	-27%	?	1%	-7%
O=C(NC1CCN(Cc2ccccc2)CC1)c1cccc(S(=O)(=O)Nc2cc(C(F)(F)F)ccc2Cl)c1	-1.9%	-11%	1%	24%	?	-1%	5%
COc1ccc2c(CC(=O)Nc3ccccc3N3CCOCC3)coc2c1	1.1%	11%	nt	6%[9.22 µM]	-13%[46 µM]	nt	7%
CCOc1ccc(OCC)c(NC(=O)CN(c2ccc(C)cc2)S(=O)(=O)c2c(C)noc2C)c1	-0.3%	?	-1%	-11%	-1%	13%[38.3 µM]	-5%
COc1ccc(NC(=O)c2ccc(-c3ccc([N+](=O)[O-])cc3)o2)cc1OC	-0.8%	6%	1%	2%	?	9%	-19%
Cn1c(=O)[nH]c(=O)c2c1nc(NCCCn1ccnc1)n2Cc1ccccc1	7.9%	-12%[46.1 µM]	-1%	13%	-6%	26%[38.3 µM]	9%
CCCCc1ccc2nc(NC(=O)OC)[nH]c2c1	3.7%[16.9 µM]	nt	-1%[17.1 µM]	-33%[20.6 µM]	?	4%	-1%[21.7 µM]
O=C(/C=C/c1ccco1)Nc1ccc(Oc2ccccc2)cc1	0.0%	-10%[46.1 µM]	-10%	?	?	-2%[38.3 µM]	-7%
COc1ccc(CCNC(=O)COc2ccc(S(=O)(=O)N3CCCC3)cc2)cc1	-1.6%	-12%	0%	5%[9.22 µM]	?	4%	3%
Cc1cccc(C)c1NC(=O)COC(=O)c1ccccc1[N+](=O)[O-]	-5.1%	6%	0%	10%	-6%[46 µM]	11%	-4%
O=C(Cn1ccc(C(F)(F)F)n1)N=Nc1c(O)[nH]c2ccccc12	3.5%	27%	nt	-7%[9.22 µM]	nt	5%	18%
Cc1cc2c(c(=O)n1C)C(C(C)C)C(C#N)=C(N)O2 (configuration not stated)	-0.9%	-2%[46.1 µM]	7%	-1%	0%	2%	5%
c1ccc2c(CSc3ncnc4nc[nH]c34)cccc2c1	3.7%	-10%	-1%	1%[9.22 µM]	1%[46 µM]	11%	-4%
Cc1onc(-c2ccccc2)c1C(=O)Nc1nc2c(s1)CCCC2	-0.7%	-19%[46.1 µM]	-7%	-1%	3%	12%[38.3 µM]	-12%
COc1ccc(-c2nnn(Cc3nc(N)nc(N4CCCCC4)n3)n2)cc1	3.2%	?	-1%	-30%	?	32%[activator][38.3 µM]	26%
O=C1CCC(/C=C/c2ccccc2)=NN1	1.3%	-1%	-6%	20%	102%[46 µM]	3%	28%
COc1cc(C(=O)NCCOc2ccc(F)cc2)c(Br)c(OC)c1OC	-0.4%	-8%	0%	-3%	nt	11%	1%
O=C(O)C1CC(c2cccc(Br)c2)=NO1 (configuration not stated)	-2.5%	1%[46.1 µM]	1%	-3%	-4%	3%[38.3 µM]	5%
O=C(Nc1ccc(N2C(=O)C3CCCCC3C2=O)cc1Cl)c1cccs1 (configuration not stated)	-0.2%	-13%	6%	16%	14%[46 µM]	-11%	8%
Cc1nn(C)cc1C(=O)Nc1c(C)nn(Cc2ccccc2Cl)c1C	-0.7%	-1%	-2%	-16%	1%	-3%	0%
